# Source: PubChem BioAssay
# SR-BI DiI-HDL act = activators of SR-BI mediated DiI-HDL uptake, primary screen, ldlA[mSR-BI] CHO cells, DiI fluorescence; 3 h; 100 = double the neutral-control signal; AID 504775, 2011; activation, % at 12.5 µM; 320,000 compounds, 0.096% hits;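 active = mean replicate activation of at least 60% and every replicate at or above 60%; inconclusive = mean or all-replicate condition met, but not both; inactive = mean below 60% and not all replicates reaching 60%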;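 note: 0% = median plate neutral-control signal and 100% = twice that signal; values of inactives mirror those of a sister screen read the other way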
#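 Material – SR-BI-overexpressing, LDLR-lacking CHO cells · Medium – BSA-supplemented, HEPES-buffered Ham's F12, pH 7.4 · Doses – single concentration · Times – compound with DiI-HDL co-incubation, 3 h at 37 °C · Measured by – bottom-read fluorescence, 550/595 nm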
# Tat transport = E. coli Tat export inhibitors, primary screen, MC4100, TorA-mCherry reporter, fluorescence, single point; 340,000 compounds, 0.036% hits; inhibition, % at 10 µM;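 active = mean replicate inhibition at least 50% and at least half of replicates individually reaching 50%; inconclusive = only one of the two criteria met; inactive = neither criterion met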;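 note: exported cargo escapes ClpAP degradation while cytoplasmic cargo is degraded and loses fluorescence; 0% = median of neutral control wells and 100% = median of NaSCN control wells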
# E coli growth = E. coli V3065 growth inhibition, primary screen, counter-screen for AddAB inhibitor project, absorbance, OD600 | 18 h | inhibition, % at 11.9 µM | 330,000 compounds, 0.27% hits | AID 449728, 2010;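 active = inhibition above the campaign's mean inhibition across all tested compounds plus 3 SD, cut at about 9.9% in these data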;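 note: uninfected addAB+ strain grown without phage in ampicillin broth; 0% = DMSO wells and 100% = ciprofloxacin 0.95 µg/ml wells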
# AddAB inh = growth inhibition of E. coli expressing H. pylori AddAB, primary screen, AddAB inhibitor project, absorbance. inhibition, % at 11.9 µM. 330,000 compounds, 0.29% hits. AID 435030, 2010; in the data active = inhibition above about 12%;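 note: 0% = vehicle wells of infected cells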
# CAL PDZ FP-1 = untagged CAL PDZ binding inhibitors, primary screen, biochemical, fluorescence polarization, HTS | purified CAL PDZ, TMR-peptide fluorescence polarization, 1 h | Golgi-associated PDZ and coiled-coil motif-containing protein (Homo sapiens), Q9HD26 | 300,000 compounds, 0.92% hits | AID 602252, 2012 | inhibition, % at 24.9 µM;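 active = mean inhibition of at least 30% with at least half of replicates also reaching 30%; inconclusive = no clear call, values can overlap the other calls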;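 note: 0% = DMSO neutral control and 100% = excess unlabeled competitor peptide PRC23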
# SR-BI DiI inh = inhibitors of SR-BI mediated HDL lipid uptake, primary screen, ldlA[mSR-BI] cells, fluorescence, single point | Scavenger receptor class B member 1 (Mus musculus), Q61009 | ldlA[mSR-BI] CHO cells, DiI-HDL uptake fluorescence, 3 h | inhibition, % at 12.5 µM | 320,000 compounds, 0.96% hits;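 active = mean replicate inhibition of at least 70% and a set share of replicates each scoring 70 or more; inconclusive = meets just one of the two criteria; inactive = fails both criteria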;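 note: 0% = median of neutral control wells and 100% = median of positive control wells; values of inactives mirror those of a sister screen read the other way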
# Target sequence (Q61009 whole entry, looked up): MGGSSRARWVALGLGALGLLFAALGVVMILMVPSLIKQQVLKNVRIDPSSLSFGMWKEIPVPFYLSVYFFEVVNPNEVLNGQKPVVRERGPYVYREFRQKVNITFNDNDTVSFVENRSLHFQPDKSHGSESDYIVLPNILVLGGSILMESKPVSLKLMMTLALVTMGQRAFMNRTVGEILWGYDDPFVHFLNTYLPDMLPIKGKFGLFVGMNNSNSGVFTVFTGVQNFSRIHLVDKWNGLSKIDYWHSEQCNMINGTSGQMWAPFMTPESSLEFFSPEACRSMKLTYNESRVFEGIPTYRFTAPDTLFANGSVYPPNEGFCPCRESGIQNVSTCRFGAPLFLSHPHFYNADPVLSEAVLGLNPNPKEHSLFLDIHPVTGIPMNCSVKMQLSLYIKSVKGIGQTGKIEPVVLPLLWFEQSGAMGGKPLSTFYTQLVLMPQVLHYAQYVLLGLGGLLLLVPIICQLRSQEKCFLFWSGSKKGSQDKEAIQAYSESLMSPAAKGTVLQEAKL
# Wnt act = Wnt/beta-catenin pathway activators, primary screen, cell-based, plate reader, single point; Wnt/beta-catenin reporter cell assay, activator; activation, % at 9.35 µM; 300,000 compounds, 1.2% hits; AID 743398, 2014; in the data active = activation above about 30%, passing the limit was not always enough; inconclusive = no clear call, values can overlap the other calls;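 note: 0% = neutral control wells and 100% = positive control wells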
# MITF TRPM1 HTS = activators of MITF-driven TRPM1 promoter reporter, primary screen, cell-based, SK-MEL-5, luciferase, single point; SK-MEL-5 TRPM1-promoter luciferase, 24 h; % of positive control, neutral wells = 0; activation, % at 12.5 µM; 300,000 compounds, 0.75% hits;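 active = mean activation of at least 80% with every replicate also reaching 80%; inconclusive = mean reaches 80% but some replicate falls short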;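 note: 0% = neutral control wells and 100% = parthenolide positive control wells; values of inactives mirror those of a sister screen read the other way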
# phage Ecoli inh = growth loss of phage-infected E. coli, primary screen, RecBCD inhibitor project, absorbance, with phage, HTS | inhibition, % at 11.9 µM | 360,000 compounds, 0.26% hits | AID 651602, 2012; in the data active = inhibition above about 11%
# CAL PDZ FP-2 = CAL PDZ peptide-binding inhibitors, primary screen, biochemical, fluorescence polarization, Cer-tagged CAL PDZ, HTS; Golgi-associated PDZ and coiled-coil motif-containing protein (Homo sapiens), Q9HD26; purified CAL PDZ, TMR-peptide fluorescence polarization, 1 h; inhibition, % at 20 µM; 330,000 compounds, 0.02% hits; AID 504414, 2011;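 active = highest replicate inhibition of at least 40%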;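 note: plate controls were DMSO neutral control wells for no effect and unlabeled competitor peptide control wells for full effect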
#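 Assay system – tagged CAL PDZ protein CerCALP, purified · Timing – 1 h at RT · Compound – single point, 20 µM · Measured by – fluorescence polarization from S- and P-plane intensities, G-factor corrected · Evaluation – inhibition from polarization loss · Probe or stimulus – TMR reporter peptide T*-PRC34 · Buffer or medium – pH 7.4 phosphate-saline buffer, reducing agent, detergent, IgG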
# Active calls of the source: *; ? = inconclusive; nt = not tested or not shown.
# Values in the order – CAL PDZ FP-2	Tat transport	Wnt act	E coli growth	SR-BI DiI-HDL act	AddAB inh	phage Ecoli inh	MITF TRPM1 HTS	CAL PDZ FP-1	SR-BI DiI inh
O=C(NCc1ccccc1)NC1(C(=O)N2CCN(c3ncccn3)CC2)CCCCC1
 : 1.2	0	-1	-1.9	-3	1.1	2.7	-4	0	3
COc1ccc(NC(=O)C2C(c3ccccc3)C2(Cl)Cl)c(OC)c1 (centres undefined)
 : 0.0	8	-2	-0.5	-47	0.8	-2.4	-8	5	47
CCCCCCNC1=NCCS1
 : -3.8	-2	0	1.2	8	-0.9	0.3	2	1	-8
CCOc1ccc(NC(=O)CCSc2nnc(C)s2)cc1
 : -2.6	-4	nt	-2.4	17	0.8	0.5	nt	-10	-17
O=c1c2[nH]cnc2n(-c2cccc(Br)c2)c(=O)n1Cc1ccccc1
 : -0.4	-3	-2	-0.9	0	-0.8	1.5	7	-1	0
CCCCn1c(=N)n(CC(O)COc2ccccc2)c2ccccc21 (centres undefined)
 : -0.6	-10	nt	1.8	-19	2.5	3.1	nt	nt	19
CCN1CCN(S(=O)(=O)c2ccc(Cl)c(C(=O)Nc3cc(Cl)ccc3N3CCOCC3)c2)CC1
 : -1.6	9	-1	-0.4	nt	0.4	1.6	10	-4	7
COC(=O)c1ccc(S(=O)(=O)c2ccc(C(=O)OC)s2)s1
 : nt	nt	0	-0.4	nt	-0.3	1.6	nt	nt	nt
CCC1Oc2ccc(C)cc2N(CC(=O)N(Cc2cccnc2)Cc2cccc(F)c2)C1=O (centres undefined)
 : -3.1	-2	-9	-1.9	-21	0.9	2.5	nt	nt	21
CC(NS(=O)(=O)c1ccccc1)c1n[nH]c(=S)n1-c1ccccc1 (centres undefined)
 : -2.3	-5	-2	-0.2	nt	2.2	4.8	-4	-2	nt
Cc1ccc(NC(=O)CSC(C)C(=O)OCC(=O)N2CCN(C(=O)c3ccco3)CC2)cc1 (centres undefined)
 : -2.3	-1	-2	0.8	5	1.2	3.5	-9	-1	-5
Cc1ccc(S(=O)(=O)Nc2ccc3cn[nH]c3c2)cc1C
 : nt	nt	-6	-1.0	nt	0.6	2.7	nt	nt	nt
Cc1[nH]c2ccccc2c1C(=O)COC(=O)c1c(-c2c(F)cccc2Cl)noc1C
 : 0.5	3	nt	-2.2	-3	5.1	3.5	5	-1	3
N#Cc1ccc(NC(=O)Nc2cccc(C#N)c2)cc1
 : -9.4	7	5	nt	-38	nt	6.1	25	-7	38
COc1ccc(CCC(=O)NCc2cn3ccccc3n2)cc1
 : -0.9	8	3	3.9	nt	-2.5	-1.6	1	0	nt
COc1cccc(-n2nnnc2SCC(=O)Nc2nc3c(s2)CCCC3)c1
 : nt	-3	nt	0.8	8	4.4	2.9	4	-6	-8
CCCCOC(=O)C1[C@H]2C(=O)N(Cc3cccs3)C[C@]23C=C[C@H]1O3 (some centres undefined)
 : 0.7	-4	nt	-1.6	14	-0.3	-0.6	6	nt	-14
CN1/C(=C\C=N\NC(=O)c2ccccc2Br)C(C)(C)c2ccccc21
 : -0.9	-2	-2	-0.9	2	-2.6	3.2	-6	-9	-2
FC(F)(F)c1ccc(NCc2ccccn2)nc1
 : -0.7	-5	13	0.5	-26	-0.6	1.0	62	-4	26
Cc1ccc(C)c(-n2ccnc2SCC(=O)c2c(N)n(C3CC3)c(=O)[nH]c2=O)c1
 : -0.6	-8	-1	-2.1	8	0.0	1.7	-3	-1	-8
CN(CC(=O)Nc1ccccc1Cl)C(=O)COC(=O)c1ccc([N+](=O)[O-])cc1Cl
 : -1.9	-1	2	-0.4	-26	3.1	1.6	-1	-4	26
COc1ccccc1NC(=O)C(C)N(C)CC(=O)Nc1cccc2ccccc12 (centres undefined)
 : -1.0	-1	-2	-2.6	2	0.9	2.1	-15	nt	-2
COc1ccc(C(=O)OC/C(O)=C(\C#N)c2nc3ccccc3[nH]2)cc1S(=O)(=O)N1CCOCC1
 : -0.6	-5	nt	-0.9	-1	5.6	1.2	-4	0	1
Cc1ccccc1CNC(=O)Cn1ccc2cc(S(=O)(=O)N3CCCCCC3)ccc21
 : -1.5	3	-2	0.1	-16	0.7	2.3	-7	-7	16
CC(=O)N1CC(C)Sc2ccc(S(=O)(=O)NC3CCCCC3C)cc21 (centres undefined)
 : -0.2	-2	1	-0.8	30	2.3	0.9	2	nt	-30
C/C(=N\O)c1c(O)cc(-c2ccccc2)n(-c2ccccc2)c1=O
 : -0.1	5	-1	0.4	6	1.7	2.1	nt	2	-6
COC(Cc1n[nH]c(=S)n1-c1ccc(Cl)cc1)OC
 : 8.6	-9	nt	-1.4	nt	-1.1	0.2	nt	-3	nt
COc1ccc(-c2cc(=O)c3ccccc3n2C)cc1
 : -3.1	1	nt	0.1	10	0.2	1.1	8	-3	-10
N#Cc1ccc(OCCOCCNC2CCCC2)cc1
 : -1.0	-6	1	-1.6	39	-0.7	1.2	-5	-1	-39
CN(C)S(=O)(=O)c1ccc(N)c([N+](=O)[O-])c1
 : -0.9	-1	-2	nt	-4	nt	0.2	-1	0	4

# Overlap with the part before: 4 compounds, then new ones.
# Values in the order – CAL PDZ FP-2	Tat transport	Wnt act	E coli growth	SR-BI DiI-HDL act	AddAB inh	phage Ecoli inh	MITF TRPM1 HTS	CAL PDZ FP-1	SR-BI DiI inh
COC(Cc1n[nH]c(=S)n1-c1ccc(Cl)cc1)OC
 : 8.6	-9	nt	-1.4	nt	-1.1	0.2	nt	-3	nt
COc1ccc(-c2cc(=O)c3ccccc3n2C)cc1
 : -3.1	1	nt	0.1	10	0.2	1.1	8	-3	-10
N#Cc1ccc(OCCOCCNC2CCCC2)cc1
 : -1.0	-6	1	-1.6	39	-0.7	1.2	-5	-1	-39
CN(C)S(=O)(=O)c1ccc(N)c([N+](=O)[O-])c1
 : -0.9	-1	-2	nt	-4	nt	0.2	-1	0	4
O=C1NN=C(c2ccccc2)CC1c1ccc(Cl)cc1Cl (centres undefined)
 : 0.1	3	-4	0.9	-6	4.8	5.0	0	-2	6
O=C(NC1=NCCS1)c1ccc(Cl)cc1
 : -0.7	4	21	0.2	26	4.5	5.6	nt	-7	-26
Cc1ccc(N=C2C(=O)Nc3c(C)cccc32)cc1
 : -0.8	-3	-2	1.4	-4	0.1	4.5	nt	-2	4
COc1cc(OC)cc(C(=O)N(Cc2ccco2)c2c(N)n(Cc3ccccc3)c(=O)[nH]c2=O)c1
 : 0.9	-8	2	nt	15	nt	0.3	-3	nt	-15
COc1ccc(N2CCN(C(=O)CCS(=O)(=O)c3ccc4c(c3)CCN4C(=O)C3CC3)CC2)cc1
 : 0.6	3	-1	0.1	-7	1.4	2.2	-5	-5	7
Cc1ccc(-n2nnc3c(=O)n(CC(=O)N4CCOCC4)cnc32)cc1
 : -0.7	8	4	0.4	8	1.0	-2.1	nt	nt	-8
CCc1nc(SCC(=O)NCCc2ccccc2)c2oc3ccccc3c2n1
 : -1.7	-3	nt	-1.9	-14	-0.2	2.9	nt	-1	14
O=C(c1[nH]ncc1-c1ccc(Cl)cc1)C1CO1 (centres undefined)
 : nt	nt	8	9.7	nt	12*	4.4	nt	nt	nt
CCCOc1ccc(C(=O)CCC(=O)NNC(=O)c2ccncc2)cc1
 : -3.2	1	-5	-1.4	31	3.2	1.2	-24	1	-31
Cc1cc(C)c(NC(=O)COC(=O)c2cccc3c2C(=O)c2ccccc2C3=O)c(C)c1
 : 1.2	-4	nt	-0.1	-32	2.0	1.7	-16	0	32
Cc1[nH]c2ccc(C(=O)NCCCN(C)C3CCCCC3)cc2c1C
 : -1.5	-6	3	2.6	17	5.0	2.4	5	16	-17
CC(=O)c1ccc(S(=O)(=O)NCCC(=O)OC(C)C(=O)Nc2ccc(F)cc2)cc1 (centres undefined)
 : -3.0	6	-1	0.7	5	5.2	0.7	-1	-2	-5
CCOC(=O)N1CCN(C(c2ccc(C(C)C)cc2)c2sc3nc(C)nn3c2O)CC1 (centres undefined)
 : -0.3	2	0	-0.7	-8	0.2	1.1	nt	nt	8
CN(C)C(=O)/C(=C/c1cn(-c2ccccc2)nc1-c1cccc([N+](=O)[O-])c1)NC(=O)c1ccccc1
 : 0.2	-5	56*	0.3	2	4.5	1.8	-13	-6	-2
O=C(O)CC12CC3CC(C1)CC(n1ncc(NCc4ccc(F)cc4Cl)c(Cl)c1=O)(C3)C2
 : -5.3	-3	-2	-0.2	-7	2.1	5.4	15	-3	7
S=c1[nH]nc(CSCCOc2ccccc2)o1
 : -0.9	-13	0	-1.3	-3	0.3	1.2	nt	-2	3
COc1cc(NC(=O)COC(=O)Cn2cnc3c2c(=O)n(C)c(=O)n3C)cc(OC)c1
 : -0.8	-8	1	0.5	-1	0.3	2.9	0	4	1
C/C(=N/N=C/c1ccccc1O)c1ccccc1O
 : -0.7	6	44*	-1.2	-2	-2.0	4.0	56	2	2
O=C(CO)N/N=C/c1cccc(Cl)c1Cl
 : 1.1	-1	-7	-1.2	12	-2.0	4.2	3	-1	-12
Cc1cnc(NC(=O)Cc2ccc(Br)cc2)s1
 : -0.1	-1	8	-2.6	4	4.0	0.4	nt	-7	-4
CCCn1c(=N)n(CCOc2ccc(OC)cc2)c2ccccc21
 : -1.9	-1	nt	-1.4	6	0.8	4.2	-3	-3	-6
CCCCOc1ccc(C(=O)N=c2sccn2C)cc1OC
 : -1.3	0	37*	-1.3	-46	-1.3	-1.2	?	-6	46
CC1(C)CC[C@]2(C(=O)O)CC[C@]3(C)C(=CC[C@@H]4[C@@]5(C)CC[C@H](O)C(C)(C)[C@@H]5CC[C@]43C)[C@@H]2C1
 : -0.4	-18	-1	0.0	13	0.6	2.4	-4	-1	-13
Cc1ccccc1N1CCN(CC(=O)Nc2nccs2)CC1
 : nt	-1	-4	-2.4	7	0.7	0.4	-5	-3	-7
O=C(N=C1SC2CS(=O)(=O)CC2N1Cc1ccc(F)cc1)C1CC1 (centres undefined)
 : -0.3	1	-2	2.2	13	2.2	0.9	-6	4	-13
